Compound activity from PubChem.
Tb MetRS inh – blocks T. brucei methionyl-tRNA synthetase activity; inhibition, % at 11.9 µM; purified T. brucei MetRS, ATP depletion, Kinase-Glo luminescence; 0.4% of 360,000 active; AID 624268;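 active = inhibition above a per-plate cutoff of the control wells' mean inhibition plus 3 SD, cut at about 5.5% in these data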;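 also: 0% = DMSO wells median and 100% = median of wells with control inhibitor compound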
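Material – parasite MetRS enzyme · Medium – HEPES-MgCl2-KCl buffer plus DTT, spermine, BSA, pyrophosphatase · Reagent – ATP, methionine and E. coli bulk tRNA substrates · Times – 15 min enzyme-compound preincubation, 2 h reaction, 10 min detection, 25 °C · Measured by – luminescence of leftover ATP · Evaluation – percent inhibition relative to median high and low control wells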
PABP1 MLLE inh – blocks PAM2 peptide binding to the PABP1 MLLE domain; GST-MLLE / FITC-PAM2 fluorescence polarization; P11940; 0.36% of 360,000 active; AID 588489; inhibition, % at 20 µM; in the data active = inhibition above about 35%, passing the limit was not always enough;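 also: plate controls were DMSO wells with GST-MLLE for no effect and wells lacking GST-MLLE protein for full effect; some results filed as inactive read as strong as hits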
STEP inh – blocks human striatal-enriched tyrosine phosphatase; P54829; recombinant STEP, OMFP fluorogenic substrate, fluorescence; inhibition, % at 20 µM; 0.25% of 360,000 active;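 active = inhibition at 20 µM, scaled per plate between control wells, above about 37%, limit read from the data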;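 also: 0% = DMSO with enzyme and substrate and 100% = substrate only without enzyme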
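Material: STEP (striatal-enriched tyrosine phosphatase) enzyme, cell-free; Compound dosing: 20 µM single dose in 1% DMSO; Technique: fluorescence read at 480 nm ex / 540 nm em; Times: reaction 20 min, ambient temperature; Medium: 50 mM Bis-Tris pH 6.0 with 2.5 mM DTT and 0.005% Tween 20; Also added: OMFP at 25 µM.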
LMPTP block – blocks human LMPTP phosphatase. P24666. recombinant LMPTP-A, OMFP fluorogenic substrate, fluorescence intensity. inhibition, % at 20 µM. 0.22% of 360,000 active. AID 651560;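 active = compounds that cut the enzyme signal by at least half of the control window in the single-dose screen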;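 also: plate controls were DMSO wells with enzyme plus substrate for no effect and substrate without enzyme for full effect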
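Material: LMPTP-A; amount: 0.625 nM enzyme; doses: single 20 µM dose; times: reaction 50 min, room temperature, dark; technique: fluorescence intensity of OMFP turnover product; benchmarks: no-enzyme and uninhibited controls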
Scp1 inh – Scp-1 (human) phosphatase inhibition; inhibition, % at 20 µM; Recombinant Scp1, phosphopeptide, malachite green phosphate absorbance; Q9GZU7; AID 493091; 0.88% of 340,000 active;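 active = inhibition above about 50% at 20 µM, limit read from the data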;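 also: plate controls were DMSO wells with enzyme for no effect and wells lacking enzyme for full effect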
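Test system: SCP-1 phosphatase catalytic domain, residues 76-261 | Compound dosing: One concentration, 20 µM, with 1.0% DMSO | Schedule: 45 min room-temperature reaction, 5 min colour, 30 min stabiliser | Detection: Absorbance at 630 nm | Read-out basis: % inhibition of SCP-1 phosphate liberation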
Rpn11 inh – Rpn11 (human) deubiquitinase inhibition | O00487 | human 26S proteasome, Ub4-pepOG fluorescence polarization; 20S core pre-blocked with epoxomicin | calls only at 20 µM | 0.59% of 360,000 active;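 active = inhibition at 20 µM, scaled to each plate's controls, above about 33%, limit read from the data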
CSN inh – blocks human CSN-mediated cullin deneddylation; Q92905; Purified CSN, SCF-Nedd8-OG deneddylation, fluorescence polarization; inhibition, % at 12.5 µM; 0.38% of 360,000 active; AID 651999;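 active = pattern-corrected inhibition above about 35%, with an unprinted fluorescence ratio check between 0.5 and 1.5, limit read from the data, passing the limit was not always enough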;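 also: 0% = enzyme with substrate and 100% = substrate without enzyme; some results filed as inactive read as strong as hits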
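Assay system: purified human Csn5 enzyme expressed in HEK293T cells; measure: % inhibition; also added: SCFSkp2-Nedd8OG substrate at 10 nM final; technique: fluorescence polarization; times: reaction 90 min, room temperature; medium: Tris buffer pH 7.5, NaCl, DTT, Tween-20, trehalose, ovalbumin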
SUMO1 PPI mod – alters human SUMO1 binding to SIM partners; SUMO1 binding to a labelled peptide, TR-FRET, 1 h; 0.33% of 360,000 active; inhibition, % at 20 µM; P63165; AID 602429; in the data active = inhibition above about 37%
DNMT1 block – blocks human DNA methyltransferase DNMT1. P26358. DNMT1 molecular beacon, Hinp1I cleavage, fluorescence. 0.83% of 360,000 active. inhibition (reported as % activation of signal), % at 10 µM. AID 588458; in the data active = inhibition above about 50%
Target sequence (P26358 504-1616 limits assumed): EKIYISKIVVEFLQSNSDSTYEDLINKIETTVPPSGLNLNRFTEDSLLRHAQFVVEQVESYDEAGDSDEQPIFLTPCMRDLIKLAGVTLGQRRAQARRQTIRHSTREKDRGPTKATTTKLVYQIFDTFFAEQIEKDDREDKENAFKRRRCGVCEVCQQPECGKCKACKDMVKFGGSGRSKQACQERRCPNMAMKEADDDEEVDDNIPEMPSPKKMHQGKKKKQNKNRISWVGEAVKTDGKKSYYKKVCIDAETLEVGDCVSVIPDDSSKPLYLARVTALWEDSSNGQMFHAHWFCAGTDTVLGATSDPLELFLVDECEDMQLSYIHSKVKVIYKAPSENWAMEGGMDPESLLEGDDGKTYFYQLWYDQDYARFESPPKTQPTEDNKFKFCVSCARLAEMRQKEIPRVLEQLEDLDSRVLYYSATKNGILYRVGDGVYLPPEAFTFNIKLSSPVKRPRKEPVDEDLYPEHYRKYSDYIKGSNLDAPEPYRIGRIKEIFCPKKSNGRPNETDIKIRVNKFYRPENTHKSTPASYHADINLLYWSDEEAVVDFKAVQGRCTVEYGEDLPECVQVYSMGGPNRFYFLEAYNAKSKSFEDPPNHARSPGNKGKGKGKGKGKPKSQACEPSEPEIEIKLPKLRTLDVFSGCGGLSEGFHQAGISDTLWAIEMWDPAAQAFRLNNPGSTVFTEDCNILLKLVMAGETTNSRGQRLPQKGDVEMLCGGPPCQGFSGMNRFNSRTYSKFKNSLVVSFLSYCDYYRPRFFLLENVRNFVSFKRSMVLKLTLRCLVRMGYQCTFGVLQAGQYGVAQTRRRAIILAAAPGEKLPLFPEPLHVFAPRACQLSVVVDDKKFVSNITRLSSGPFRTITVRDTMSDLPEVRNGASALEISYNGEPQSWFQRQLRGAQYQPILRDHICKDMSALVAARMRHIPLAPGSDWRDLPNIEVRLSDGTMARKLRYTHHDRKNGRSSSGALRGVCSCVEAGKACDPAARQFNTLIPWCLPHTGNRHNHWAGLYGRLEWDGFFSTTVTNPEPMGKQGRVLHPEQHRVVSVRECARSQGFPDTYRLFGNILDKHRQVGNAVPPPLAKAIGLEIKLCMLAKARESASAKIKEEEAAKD
NadD block – inhibitors of Staphylococcus aureus NadD. 0.78% of 360,000 active. inhibition, % at 20 µM. purified NadD enzyme, colorimetric absorbance read-out. AID 602399; in the data active = inhibition above about 26%; also: some compounds past the cut are filed as inactive
Active calls of the source: *; i = inactive; . = not tested or not shown.

SMILES | Tb MetRS inh | PABP1 MLLE inh | STEP inh | LMPTP block | Scp1 inh | Rpn11 inh | CSN inh | SUMO1 PPI mod | DNMT1 block | NadD block
CCCNC(=S)Nc1ccc(CC(=O)OC)cc1 | -0.8 | -18 | -4 | -2.7 | -4 | i | 7 | 2 | 1 | -1
COc1ccc(-n2nc(C(=O)N(C)C)nc2-c2ccccc2)cc1 | -0.2 | 1 | 2 | -1.6 | -3 | i | 0 | 1 | 1 | 2
CCN(CC)c1ccc(N2C(=O)/C(=C/c3ccccn3)SC2=S)cc1 | 2.8 | 13 | 0 | -1.9 | 7 | i | -1 | -7 | 10 | 3
Cn1nc(C(=O)Nc2ccc(S(=O)(=O)N3CCCCC3)cc2)c2ccccc2c1=O | -0.7 | -11 | 4 | -0.3 | -9 | i | -3 | -4 | -1 | -10
CC(OC(=O)CN1C(=O)c2ccccc2C1=O)C(=O)NC1CCCC1 (stereo not drawn) | 0.4 | -2 | 2 | -1.5 | -2 | i | 2 | -3 | 0 | -2
O=[N+]([O-])c1cccc(C(=Nc2ccccc2Cl)NO)c1 | -1.5 | 6 | 1 | 0.0 | -2 | i | 3 | -1 | -3 | 4
Cn1c(=O)c2[nH]c(SCc3cccnc3)nc2n(C)c1=S | -0.1 | -8 | -2 | -1.1 | 1 | i | 11 | 6 | 0 | -3
Cc1cccc(CCN(C(=O)c2snc(C(N)=O)c2N)C(C(=O)NCC2CCCO2)c2ccc(F)cc2)c1 (stereo not drawn) | 0.0 | -1 | -3 | 1.2 | -8 | i | 4 | 11 | 0 | 0
CCOc1cc(C=O)ccc1OCCCN1C(=O)NC(C)(C)C1=O | -0.4 | 0 | 0 | -1.6 | -5 | i | -1 | 2 | 5 | -3
COC(=O)c1c(NC(=O)CN(c2ccc(C)c(C)c2)S(C)(=O)=O)sc2c1CCCC2 | 0.2 | 3 | 2 | 1.4 | -9 | i | 3 | 1 | 5 | -2
CCOC(=O)Cn1nc(/C=C/c2ccc(C)cc2)ccc1=O | -0.7 | -2 | 1 | -1.5 | -11 | i | 3 | -24 | -1 | -4
COc1ccc(Cl)cc1NS(=O)(=O)c1cccc(C(=O)NCCCN2CCOCC2)c1 | 0.2 | 6 | 2 | -1.6 | . | i | -3 | -1 | 6 | -7
CCOC(=O)CC(C#N)c1c[nH]c2ccccc12 (stereo not drawn) | -0.7 | 10 | -1 | -0.5 | 0 | i | 1 | 0 | 0 | -2
O=c1cc[nH]c2cc(C(F)(F)F)ccc12 | 1.4 | -29 | 0 | -1.9 | -9 | i | -2 | 0 | 0 | 1
CC/C(=N\Nc1nncc2ccccc12)c1ccc(F)cc1 | -0.8 | 0 | 2 | 3.9 | -1 | i | 3 | -5 | 7 | 3
O=C1CN(C(=O)c2cnccn2)c2ccccc2N1 | -0.6 | -12 | 1 | -0.5 | -4 | i | -3 | 0 | -2 | 2
COC(=O)c1ccc2c(c1)NC(=O)c1ccccc1S2 | 0.2 | 1 | 2 | -0.2 | -10 | i | 3 | 4 | 1 | -7
Cc1noc(C(=O)NCc2cccnc2)c1Cl | -0.7 | 4 | -1 | -0.4 | 38 | i | 6 | 2 | -3 | 2
c1ccc2c(c1)ncn2CCCCOc1ccc2c(c1)CCC2 | 0.3 | 1 | 1 | 5.3 | 3 | i | 1 | 1 | -4 | -2
O=C(COC(=O)Cc1ccc(F)cc1)NC1CCCC1 | -0.4 | -9 | 0 | -0.8 | -4 | i | 2 | -1 | -4 | 1
O=C(Nc1cccc2ccccc12)c1cn(-c2ccccc2)nc1-c1cccs1 | -1.2 | 10 | 3 | 2.4 | -3 | i | -3 | 1 | -7 | 10
COc1ccc(C(C)=O)cc1CSc1ccc(S(=O)(=O)N2CCCCC2)cn1 | -0.3 | 26 | 1 | 3.5 | -17 | i | 0 | -3 | -4 | -7
C=CCn1c(SCC(=O)NCC(=O)OCC)nnc1-c1cccc(OC)c1 | -1.3 | -78 | -3 | -1.6 | -4 | i | -4 | -1 | 5 | 4
CC(=O)c1cc(C)ccc1OC(=O)CCN1C(=O)C2C3c4ccccc4C(c4ccccc43)C2C1=O (stereo not drawn) | -0.5 | -3 | -1 | 2.6 | -5 | i | 2 | 2 | 0 | 1
O=C(CC1SC(N2CCCCC2)=NC1=O)Nc1cccc(C(=O)NCc2ccccc2)c1 (stereo not drawn) | -0.1 | 5 | 2 | -0.8 | -15 | i | -1 | -1 | 1 | 3
O=S(=O)(Nc1nccs1)c1ccc(NS(=O)(=O)c2cccs2)cc1 | 0.2 | 12 | -3 | -1.1 | -9 | i | -4 | 3 | 3 | 2
COc1cccc(NC(=O)CS(=O)(=O)Cc2nc(-c3ccc(C)cc3)oc2C)c1 | -0.3 | 5 | -2 | 0.4 | -6 | i | -7 | -4 | -4 | -3
O=C(CSc1nnc(-c2ccccn2)n1Cc1ccccc1)NC1CCCC1 | -1.3 | 1 | 0 | 0.0 | -4 | i | 1 | -3 | 1 | 2
O=C(CN(Cc1ccccc1)C(=O)CCC(=O)Nc1nccs1)NCC1CCCO1 (stereo not drawn) | -1.8 | -5 | -2 | 0.1 | 14 | i | -1 | 4 | -2 | -2
Cc1nn(CC(=O)NCCN2CCOCC2)c(=O)c2ccccc12 | 0.1 | 13 | -2 | -0.3 | 0 | i | 3 | 0 | 1 | 1
CCN(CC)C(=O)CSc1nnc(CCNC(=O)OC(C)(C)C)o1 | -0.8 | -4 | 1 | -2.5 | -4 | i | -3 | 1 | 3 | 7
NS(=O)(=O)c1cccc(NC(=O)CCCC2CCCCC2)c1 | 1.1 | -6 | -2 | 1.9 | -4 | i | 4 | -1 | 3 | -11
CC/C(=N\NC(=O)Nc1ccccc1)c1ccccc1 | -0.4 | -2 | 1 | -1.1 | -5 | i | -2 | -1 | 0 | -4
OCC(O)CSc1nc(-c2ccccc2)nc2c1CCC2 (stereo not drawn) | -0.1 | 8 | -2 | -2.0 | -10 | i | -2 | -3 | 0 | 1
O=C(CN1C(=O)c2ccccc2S1(=O)=O)NCCc1ccccc1 | -1.0 | -12 | -1 | -0.7 | -1 | i | 5 | 1 | 2 | -5
COCC(C)NS(=O)(=O)c1ccc(NC(=O)c2ccccn2)cc1 (stereo not drawn) | 0.1 | 11 | 2 | 1.2 | -4 | i | 7 | -6 | 2 | -1
Cc1cccc(Nc2nnc(C)c(=O)n2N)c1 | -0.8 | -1 | 3 | -0.7 | 3 | i | -6 | -1 | 2 | -7
COCCNc1cc(C)nc2cc(-c3ccc(C)cc3)nn12 | 0.3 | -13 | 0 | 1.8 | -6 | i | 8 | -1 | -9 | -4
Cc1cc(/C=C2/C(=O)N(C)C(=S)N2C)c(C)n1C1CC1 | 0.1 | -31 | -6 | -0.1 | -4 | i | 6 | -7 | -15 | 6
O=C(C[n+]1ccc(/C=N/O)cc1)NC(=O)Nc1ccccc1 | -0.5 | 9 | -2 | 3.9 | -6 | i | 14 | -71 | 1 | 6
NC(=Nc1ccc(N)cc1)C(N)=Nc1ccc(N)cc1 | -0.6 | 2 | -1 | 16 | -7 | i | -4 | -12 | -18 | 19
CN1CCCN(C(=O)c2cccc(Br)c2)CC1 | -0.7 | -8 | 1 | 1.1 | 26 | i | 3 | 0 | -2 | 0
Cc1[nH]n(-c2ccccc2)c(=O)c1C(c1ccc(C(=O)O)cc1)c1c(C)[nH]n(-c2ccccc2)c1=O | 0.7 | 45* | -5 | 3.4 | -8 | i | 1 | 16 | -9 | 5
CCOC(=O)c1c(C)[nH]c(C)c1S(=O)(=O)NC1CCN(C(=O)OCC)CC1 | -0.3 | 3 | 1 | -0.7 | -3 | i | 4 | 0 | -2 | -3

Eleven structures already listed, ordered by SMILES length, high to low.
SMILES | Tb MetRS inh | PABP1 MLLE inh | STEP inh | LMPTP block | Scp1 inh | Rpn11 inh | CSN inh | SUMO1 PPI mod | DNMT1 block | NadD block
Cc1[nH]n(-c2ccccc2)c(=O)c1C(c1ccc(C(=O)O)cc1)c1c(C)[nH]n(-c2ccccc2)c1=O | 0.7 | 45* | -5 | 3.4 | -8 | i | 1 | 16 | -9 | 5
CCOC(=O)c1c(C)[nH]c(C)c1S(=O)(=O)NC1CCN(C(=O)OCC)CC1 | -0.3 | 3 | 1 | -0.7 | -3 | i | 4 | 0 | -2 | -3
COCC(C)NS(=O)(=O)c1ccc(NC(=O)c2ccccn2)cc1 (stereo not drawn) | 0.1 | 11 | 2 | 1.2 | -4 | i | 7 | -6 | 2 | -1
CCN(CC)C(=O)CSc1nnc(CCNC(=O)OC(C)(C)C)o1 | -0.8 | -4 | 1 | -2.5 | -4 | i | -3 | 1 | 3 | 7
Cc1nn(CC(=O)NCCN2CCOCC2)c(=O)c2ccccc12 | 0.1 | 13 | -2 | -0.3 | 0 | i | 3 | 0 | 1 | 1
NS(=O)(=O)c1cccc(NC(=O)CCCC2CCCCC2)c1 | 1.1 | -6 | -2 | 1.9 | -4 | i | 4 | -1 | 3 | -11
COCCNc1cc(C)nc2cc(-c3ccc(C)cc3)nn12 | 0.3 | -13 | 0 | 1.8 | -6 | i | 8 | -1 | -9 | -4
NC(=Nc1ccc(N)cc1)C(N)=Nc1ccc(N)cc1 | -0.6 | 2 | -1 | 16 | -7 | i | -4 | -12 | -18 | 19
CC/C(=N\NC(=O)Nc1ccccc1)c1ccccc1 | -0.4 | -2 | 1 | -1.1 | -5 | i | -2 | -1 | 0 | -4
CN1CCCN(C(=O)c2cccc(Br)c2)CC1 | -0.7 | -8 | 1 | 1.1 | 26 | i | 3 | 0 | -2 | 0
Cc1cccc(Nc2nnc(C)c(=O)n2N)c1 | -0.8 | -1 | 3 | -0.7 | 3 | i | -6 | -1 | 2 | -7

Single records, from the list above. Values in the order: Tb MetRS inh, PABP1 MLLE inh, STEP inh, LMPTP block, Scp1 inh, Rpn11 inh, CSN inh, SUMO1 PPI mod, DNMT1 block, NadD block
Listed for CCOC(=O)c1c(C)[nH]c(C)c1S(=O)(=O)NC1CCN(C(=O)OCC)CC1 = -0.3, 3, 1, -0.7, -3, i, 4, 0, -2, -3
Listed for Cc1[nH]n(-c2ccccc2)c(=O)c1C(c1ccc(C(=O)O)cc1)c1c(C)[nH]n(-c2ccccc2)c1=O = 0.7, 45*, -5, 3.4, -8, i, 1, 16, -9, 5
